SRC3 TRFRET art = flags TR-FRET format artefacts in PPARgamma SRC-3 recruitment agonist screen. TR-FRET artefact counter-screen, PPARgamma/SRC-3 format; stronger effect = higher value. TR-FRET ratio at 8 µM. 99,000 compounds, 0.39% hits; in the data active means TR-FRET ratio above about 2000; further: inactives centre near 1600; reference of the scale not given here
SRC1 TRFRET art = TR-FRET artefact, counter-screen to PPARgamma/SRC-1 agonist assay | TR-FRET detection artefact counter-screen, emission ratio; stronger effect = higher value | TR-FRET ratio at 8 µM | 99,000 compounds, 0.34% hits; in the data active means TR-FRET ratio above about 2300; further: inactives centre near 1800; reference of the scale not given here
* marks the source's active call; other numbers are inactive results. A portion of the library, so the mix of outcomes need not match the whole.

SMILES	SRC3 TRFRET art	SRC1 TRFRET art
CC(C)C(NC(=O)C(NC(=O)C1O[C@@H]2OC(C)(C)O[C@@H]2[C@H]2OC(C)(C)O[C@@H]12)C(C)C)C(=O)O (some centres undefined)	1625	1752
CCOC(=O)C1CCN(c2c(NCCN3CCCCC3C)c(=O)c2=O)CC1 (centres undefined)	1542	1765
O=S(=O)(Nc1ccccn1)c1ccc(Cl)c2ccccc12	1697	1848
Cc1c(NC(=O)c2nn3c(C(F)(F)F)cc(-c4ccccc4)nc3c2Cl)c(=O)n(-c2ccccc2)n1C	1452	1507
CSc1nnc(C)c(=O)n1COC(=O)c1ccc(S(=O)(=O)N2CCOCC2)cc1	1518	1746
CCCn1c(N)c(C(=O)CSc2nc3ccccc3s2)c(=O)[nH]c1=O	1702	1783
CC(C)C[C@H](N)c1cn([C@@H](Cc2ccc(O)cc2)C(=O)N2CCNCC2)nn1	1641	1924
COc1ccc(NC(=O)C(CCSC)NC(N)=O)cc1NS(=O)(=O)c1ccc(F)cc1 (centres undefined)	1725	1626
Cc1cccnc1NC(N)=S	1563	1893
CN1CCN(C(=O)c2ccc(C(F)(F)F)cc2)CC1	1887	1927
O=C(N=Nc1c(O)[nH]c2ccccc12)c1cccs1	1800	1990
CC(=O)c1sc(N/N=C2\CC3CC2C(C)C3(C)C)nc1C (centres undefined)	1446	1867
CN(C)c1ccc(C(=S)N2CCN(C(=S)Nc3ccccc3)CC2)cc1	1760	1777
CCOc1ccccc1C(=O)Nc1nnc(SCC(=O)N2CCOCC2)s1	1662	1622
O=C(CCN1C(=O)C2C3C=CC(C3)C2C1=O)N1CC(=O)N(CCc2ccccc2)C(=O)C1 (centres undefined)	1897	1559
O=C(/C=C/NCc1cccnc1)C(F)(F)C(F)(F)F	1606	1907
O=S(=O)(c1ccc2nc(-c3ccccc3)[nH]c2c1)N1CCN(c2cccc(Cl)c2)CC1	1546	1989
COc1ccc(/C(O)=C2/C(=O)C(=O)N(CCCN(C)C)C2c2cccc(Cl)c2)cc1OC (centres undefined)	1627	1838
CCC(=O)Nc1sc2c(c1C#N)CCC2	1445	1929
CCN(C(=O)c1ccccc1)c1ccc([N+](=O)[O-])cc1	1404	1720
COc1ccccc1Nc1nnc(SCC2CCCCO2)s1 (centres undefined)	1693	1892
N#CC(C#N)=C(Nc1ccc(F)cc1)SCc1cccc(Br)c1	1485	1917
COc1ccccc1N(C(=O)c1cncc(Br)c1)c1nc(-c2ccc(C)cc2)cs1	1497	1678
O=C(CN1CCN(c2ccc(O)cc2)CC1)Nc1cc([N+](=O)[O-])ccc1Cl	1901	1923
CCN(CC)S(=O)(=O)c1ccc(OC)c(N)c1	1797	2037
Cc1nc2sccn2c(=O)c1CCN1CCC(=C(c2ccc(F)cc2)c2ccc(F)cc2)CC1	1613	1842
CCC1(C(=O)OC)NC(c2ccco2)C2C(=O)N(c3ccc(F)cc3)C(=O)C21 (centres undefined)	1476	1905
COC(=O)c1cn(NC(=O)Cn2nc([N+](=O)[O-])c(Br)c2C)c(=O)c2ccccc12	1421	1637
COc1ccc(CNC(=O)Cn2cc(C(F)(F)F)ccc2=O)cc1	1407	1792
O=C(O)CCC(=O)Nc1ccc(NC(=O)c2ccc(Cl)cc2Cl)c(Cl)c1	1747	1802

Already shown: entries from further up.
SMILES	SRC3 TRFRET art	SRC1 TRFRET art
COc1ccc(CNC(=O)Cn2cc(C(F)(F)F)ccc2=O)cc1	1407	1792
O=C(O)CCC(=O)Nc1ccc(NC(=O)c2ccc(Cl)cc2Cl)c(Cl)c1	1747	1802

The list goes on.
SMILES	SRC3 TRFRET art	SRC1 TRFRET art
CC(=O)c1ccc(N2CCN(C(=O)COc3ccc(F)cc3)CC2)c(F)c1	1579	1812
O=C(NC(=O)N1CCCCC1)c1ccccc1	1607	1832
O=C(O)/C=C/C(=O)c1ccc2c(c1)NC(=O)CO2	1521	1504
COC(=O)c1cc(Br)c(N)cc1OC	1703	1790
Cc1ccc(OCCCCN2CCCC(C)C2)c([N+](=O)[O-])c1 (centres undefined)	1682	2173
CCN1CCN(c2nc(N)c([N+](=O)[O-])c(Nc3ccc(C)c(C)c3)n2)CC1	1521	1670
COP(=O)(OC)c1nc(-c2ccccc2)oc1NCc1ccccc1	1517	1639
Cc1ccc(-c2nc(CN(C)Cc3ccc4nccnc4c3)c(C)o2)s1	1490	1653
Cn1c(SCc2ccc(Br)cc2)nc2c(c1=O)SCC2	1476	1488
Cc1cc(NCc2ccco2)nc(N2CCC(C(=O)NC3CCCCC3)CC2)n1	1481	1973
COc1ccc(NC(=O)c2ccco2)c([N+](=O)[O-])c1	1568	2210
Cc1cccc(NC(=S)N(Cc2cccs2)Cc2cc3cc(C)cc(C)c3[nH]c2=O)c1	1532	1604
Cn1cc(C(=O)N/N=C/C(Br)=C/c2ccccc2)ccc1=O	1382	1479
Cc1cccc(N2CCN(C(=O)C3CCN(S(=O)(=O)N4CCOCC4)CC3)CC2)c1C	1488	1754
CCn1c(CNC(=O)c2ccccc2F)nnc1SCCOc1ccccc1	1608	1563

Some of the entries above in a different format.
The line under a structure holds: SRC3 TRFRET art, SRC1 TRFRET art
COc1ccc(NC(=O)C(CCSC)NC(N)=O)cc1NS(=O)(=O)c1ccc(F)cc1 (centres undefined)
 : 1725, 1626
Cc1cccnc1NC(N)=S
 : 1563, 1893
CN1CCN(C(=O)c2ccc(C(F)(F)F)cc2)CC1
 : 1887, 1927

(further entries)
SMILES	SRC3 TRFRET art	SRC1 TRFRET art
CC(=O)c1cccc(NC(=O)/C=C/c2ccc([N+](=O)[O-])s2)c1	1792	1682
NC(=O)NC(=O)CC1S/C(=N/N=C2/NC(=O)CS2)NC1=O (centres undefined)	1684	1689
CC(Sc1cnccn1)C(=O)O (centres undefined)	1743	1904
CCOC(=O)CSC1=N/C(=C\c2cccnc2)C(=O)N1c1ccc(OC)cc1	1510	1764
O=C(NCC1CCCO1)c1ccc(COc2ccccc2Br)cc1 (centres undefined)	1582	1809
COc1ccc(/C=N/Nc2cc(C)nc(NS(=O)(=O)c3ccc(C)cc3)n2)cc1	1561	1835
COc1cccc(/C=C/C(=O)OCC(=O)c2cc(C)n(CC3CCCO3)c2C)c1OC (centres undefined)	1533	1766
Cc1c(/C=N/NC(=O)CNc2ccccc2)c2ccccn2c1C(=O)c1ccncc1	1547	1564
COc1ccc(N2CCN(CC(=O)Nc3sccc3C#N)CC2)cc1	1586	1644
Cc1c(Nc2scc(-c3ccccc3)[n+]2-c2ccccc2)c(=O)n(-c2ccccc2)n1C	1624	1586
N#Cc1ccccc1NC(=O)CNc1ccc(Cl)c(C(F)(F)F)c1	1412	1674
Cc1ccn2c(c1)nc(=S)n2C(=O)c1ccccc1	1524	1707
OCCCNCc1ccc(Cl)cc1Cl	1594	1744
O=C(CN1CCN(c2ccc(O)cc2)CC1)NC(c1ccccc1)c1ccccc1	1784	1974
Cc1ccc(-c2cc(C(=O)OCn3nnc4ccccc4c3=O)c3ccccc3n2)cc1	1374	1606
Cc1ccccc1/C=N\NC(=O)c1ccccc1-n1cccc1	1540	1780
Oc1ccccc1N1CCN(C(=S)Nc2ccc(SC(F)F)cc2)CC1	1669	1768
COc1ccc(C(=O)Nc2ccc(Cl)cc2C(=O)N2CCCC(C)C2)cc1OC (centres undefined)	1636	1714
CCOCC(=O)Nc1nc(C)cc(C)n1	1560	1744
CCN(CC(=O)Nc1sc2c(c1C#N)CCC(C)C2)Cc1nc2ccccc2c(=O)[nH]1 (centres undefined)	1571	1777
Cc1cc(Cl)ccc1NC(=S)NCCCO	1571	1749
CC(CCc1ccccc1)NC(=O)COC(=O)c1ccc(S(C)(=O)=O)c([N+](=O)[O-])c1 (centres undefined)	1732	1859
O=C(CCC(=O)Nc1ccccc1Cl)N/N=C/c1c[nH]c2ccccc12	1679	1897
COc1ccc(N)c2c1C(=O)c1ccccc1C2=O	2262*	2519*
CC(C)(C)SCCNC(=O)c1cccc([N+](=O)[O-])c1	1543	2168
CC1=C(C(=O)OCC2CCCO2)C(c2coc3ccc(Cl)cc3c2=O)C2=C(CCCC2=O)N1 (centres undefined)	1653	1807
CC(=O)N(C(C)=O)n1c(C)nc2sc3c(c2c1=O)CCCC3	1851	1659
COc1ccc(NC(=O)c2sccc2C)cn1	1588	2079
COCCCNc1oc(-c2cccs2)nc1S(=O)(=O)c1ccc(C)cc1	1632	1713
O=C(CSc1nnc(NC2CCCCC2)s1)NN1C(=O)NC2(CCCCC2)C1=O	1576	1928

Filtered by structure: the entries above with a cyano group.
SMILES	SRC3 TRFRET art	SRC1 TRFRET art
CCC(=O)Nc1sc2c(c1C#N)CCC2	1445	1929
N#CC(C#N)=C(Nc1ccc(F)cc1)SCc1cccc(Br)c1	1485	1917
COc1ccc(N2CCN(CC(=O)Nc3sccc3C#N)CC2)cc1	1586	1644
N#Cc1ccccc1NC(=O)CNc1ccc(Cl)c(C(F)(F)F)c1	1412	1674
CCN(CC(=O)Nc1sc2c(c1C#N)CCC(C)C2)Cc1nc2ccccc2c(=O)[nH]1 (centres undefined)	1571	1777

Continuation:
SMILES	SRC3 TRFRET art	SRC1 TRFRET art
Cc1ccc(Cl)cc1NC(=S)N(CCCN1CCN(C)CC1)Cc1cccs1	1453	2075
COc1ccc(C2=C(c3ccc([N+](=O)[O-])cc3)C(=O)OC2)cc1	1664	1721
CC(NCc1ccccc1Cl)C(=O)Nc1ccc(C#N)cc1 (centres undefined)	1571	1730
O=C(NC(c1ccc(Cl)cc1)c1c(O)ccc2ccccc12)c1ccccc1 (centres undefined)	1625	1820
COc1ccc(C(=O)c2sc3nc(C)cc(-c4cccs4)c3c2N)cc1	1586	1790
FC(F)(F)C(F)(F)c1nnc2ccc(-n3ccnc3)nn12	1462	1552
Cc1ccc(C)c(NC(=O)c2cc(-c3ccccc3)nn2-c2ccccc2)c1	1433	1768
CCN1C(=O)C(CC(=O)Nc2ccc(OC)cc2)N(CCc2ccc(OC)cc2)C1=S (centres undefined)	1636	1862
COc1ccc(OCCC(=O)Nc2nccs2)cc1	1576	1708
Cc1ccc(NC(=S)Nc2cccc3cnccc23)cc1	1473	1917
CCOC(=O)CSc1nc2sc(C(=O)O)c(C)c2c(=O)[nH]1	1575	2033
CC(=O)OC1OCCOC1NC(=S)Nc1ccc(C)cc1 (centres undefined)	1491	1695
S=C(Nc1ccccc1)N1CCN(C(=S)c2ccccc2)CC1	1612	1748
COc1ccc(CCN2C(=O)CS/C2=N\NC(=O)c2cccs2)cc1OC	1468	1736
Cc1ccccc1OCC(=O)NCC(=O)N/N=C/c1ccc(Br)o1	1700	1844
CCOC(=O)c1nc(Nc2ccccc2C)c2ccccc2n1	1412	1998
CCOC(=O)N=S(N)(=O)c1ccccc1 (centres undefined)	1566	1611
CCSc1nc2ccccc2n1C(=O)c1ccc(S(=O)(=O)N2CCCCCC2)cc1	1653	1976
COc1ccc(-n2c(=S)[nH]c3cc(C(=O)Nc4cccc(C)c4)ccc3c2=O)cc1	1637	1850
CCN(C(=O)COC(=O)c1cncc(Br)c1)C1CCS(=O)(=O)C1 (centres undefined)	1443	1765
Cc1nn(CC(=O)Nc2ccncc2)c(C)c1[N+](=O)[O-]	1696	1836
O=C(Nc1ccccc1)C1CCCN1C(=O)NCc1ccccc1 (centres undefined)	1563	1808
CC(C)c1ccc(NC(=O)NN2CCOCC2)cc1	1619	1851
O=c1cc(CSc2nc3ccccc3c(=O)[nH]2)c2ccc(O)cc2o1	1645	1751
COc1cccc(CNC(=O)CCC2CCCN(C(=O)c3ccc(OC)o3)C2)c1 (centres undefined)	1578	1558
COc1ccc(C2COC(=O)C2=N)c(NC(=O)c2ccc(Cl)cc2)c1 (centres undefined)	1551	1352
CCCN(CC1CCCO1)C(=O)CCc1nnc(-c2cc(C)on2)o1 (centres undefined)	1542	1693
Cc1ccccc1Oc1nc2c(C)cccn2c(=O)c1/C=C(\C#N)C(=O)Nc1c(C)n(C)n(-c2ccccc2)c1=O	1629	1729
CCOC(=O)C1(CCc2ccccc2)CCN(C(=O)CN2C(=O)CSC2=O)CC1	1517	1523
CC(NC(=O)C1CCC1)c1ccc(Br)cc1 (centres undefined)	1684	1972
COc1cccc(-n2c(=S)sc3c(=O)n(-c4ccccc4OC)c(=S)[nH]c32)c1	1715	1891
Cc1cc(C)c(S(=O)(=O)N2CCN(CCN3C(=O)c4cccc5cccc(c45)C3=O)CC2)cc1[N+](=O)[O-]	1611	1713
CC(=O)Nc1ccc(C(=O)OCC(=O)Nc2ccc(N3CCOCC3)cc2)cc1	1612	1970
C=CCNS(=O)(=O)c1cc(S(=O)(=O)NCC=C)c(OC)cc1OC	1401	1854
O=C(O)c1cc(NS(=O)(=O)c2ccc(N3CCCCC3)c([N+](=O)[O-])c2)cc(C(=O)O)c1	1584	1596
NC(=O)C1CCN(CC(=O)Nc2cccc(C(=O)Nc3cccc(C(F)(F)F)c3)c2)CC1	1396	1714
COc1ccc(NC(=S)Nc2ccc3nccnc3c2)cc1	1782	1856
O=C(O)c1ccc(N2C(=O)c3cccc4c(C(=O)O)ccc(c34)C2=O)cc1	1454	1813
Cc1cccc(C(=O)N/N=C/c2ccccn2)c1	1403	1794
Cc1ccc(N2CCN(C(=O)c3ccccc3NC(=O)C3CCCCC3C(=O)O)CC2)cc1 (centres undefined)	1482	1669
CC(=O)OCC(=O)[C@@]1(O)CC[C@H]2[C@@H]3CCC4=CC(=O)C=C[C@]4(C)[C@H]3[C@@H](O)C[C@@]21C	1783	1792
c1ccc(-c2nc(-c3cccnc3)n[nH]2)cc1	1662	1917
Cc1ccc(C(=O)N/C(=C/c2cccc([N+](=O)[O-])c2)C(=O)NC(C)C)cc1	1606	1580
O=C(O)c1nccnc1C(=O)NCCc1c[nH]c2ccccc12	1678	1753

Bioassay records (PubChem BioAssay)
